Screens: PubChem BioAssay, several laboratories
IL1B NFkB pot – enhances IL-1B driven NFkB nuclear translocation; HUVEC IL-1B NFkB p65 nuclear translocation imaging; activation, % at 2 µM; actives 0.3% (n = 94,000); AID 819;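 active means activation above 40%, about the mean plus 3 SD, also judged a hit on visual image review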;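 further: percent activation is computed from the nuclear over cytoplasmic p65 intensity ratio; values of inactives mirror those of a sister screen read the other way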
MRP reversal – reverses drug resistance mediated by MRP | AID 602 | H69AR cells + 2 uM doxorubicin, CellTiter-Glo, 72 h | actives 0.04% (n = 85,000) | differential viability (reversal), % at 10 µM;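 active means viability drop by adding the cancer drug above about 55%, with treated viability meeting a 40% cutoff, limit read from the data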;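 further: viability without doxorubicin minus viability with 2 µM doxorubicin for each compound; larger differential means the compound sensitizes cells more to doxorubicin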
Bcl-B displacement – displacers of TR3 peptide from Bcl-B, primary screen, selectivity assay for Bfl-1 inhibitor project, biochemical, fluorescence polarization. FP displacement of FITC-TR3 peptide from Bcl-B; higher % means a stronger effect. one-dose displacement, % at 20 µM; IC50 in µM for titrated hits. actives 0.11% (n = 96,000);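 active means displacement above 50% at 20 µM plus a fluorescence interference ratio under 1.5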;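 further: plate controls were wells without compound for no effect and wells lacking Bcl-B protein for full effect; a part of the inactive calls stands beside numbers as strong as those of hits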
NFkB transloc inh – blocks IL-1B driven NFkB nuclear translocation in HUVEC cells | HUVEC IL-1B NFkB p65 nuclear translocation imaging | inhibition, % at 2 µM | actives 0.43% (n = 94,000);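 active means inhibition above about 30% together with a positive call from visual inspection of the well image, limit read from the data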;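 further: nuclear over cytoplasmic p65 intensity ratio measured by imaging; 0% = IL-1B stimulated DMSO wells and 100% = unstimulated DMSO wells; values of inactives mirror those of a sister screen read the other way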
PLAP inhibitors HTS – inhibition of human placental alkaline phosphatase – biochemical, luminescence, HTS (AID 690) | purified PLAP, luminescent substrate; higher % means a stronger effect | inhibition, % at 20 µM, or IC50 in µM where a hit was titrated | actives 0.08% (n = 96,000); in the data active means a potency from the dose series; inactive means the rest, 99 in 100 with inhibition below about 30%; further: strong numbers were not always called active
MRP reversal cytotoxicity – also measured in MRP reversal; calls as there; viability, %; H69AR cells, CellTiter-Glo, 72 h; measured here: cytotoxicity without doxorubicin
MRP reversal with doxorubicin – second read-out of MRP reversal, no call of its own (marks repeat the call); viability, %; measured here: viability with 2 uM doxorubicin; stronger effect = lower value
NFkB transloc inh cell count 2 µM – further read-out of NFkB transloc inh, marked with its call; cell count; measured here: cells passing quality filter;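 raw number of nuclei counted in each imaged well without normalization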
IL1B NFkB pot cell count 2 µM – further read-out of IL1B NFkB pot, marked with its call; cell count; measured here: cells passing quality filter
Starred values were filed as active, the others as inactive; · = no result given.

SMILES | IL1B NFkB pot | IL1B NFkB pot cell count 2 µM | MRP reversal | MRP reversal cytotoxicity | MRP reversal with doxorubicin | Bcl-B displacement | NFkB transloc inh | NFkB transloc inh cell count 2 µM | PLAP inhibitors HTS
C=CCn1c(SCCC(=O)O)nc2c1c(=O)n(C)c(=O)n2C | 20 | 79 | -17 | 70 | 87 | -3% | -20 | 79 | 3%
CCOC(=O)c1c(-c2cccs2)csc1NC(=O)CN1CCOCC1 | · | · | 9 | 74 | 65 | -2% | · | · | 21%
O=C(NC(c1ccccc1)c1ccccc1)c1ccc(Br)o1 | 10 | 196 | 13 | 97 | 85 | 1% | -10 | 196 | 23%
Cc1onc(-c2ccccc2)c1C(=O)Nc1ccc(-c2nnc3n2CCCCC3)cc1 | 9 | 77 | 17 | 99 | 82 | -6% | -8 | 77 | -54%
CSc1n[nH]c(NCc2ccc(C)cc2)n1 | -2 | 80 | 9 | 94 | 86 | · | 2 | 80 | ·
CC(=O)Nc1cccc(NC(=O)CSc2nnc(Cc3cccn3C)n2-c2ccc(F)cc2)c1 | 3 | 77 | · | · | · | -7% | -3 | 77 | -48%
CC(C)C(=O)Nc1c(C(=O)c2ccc(F)cc2)oc2ccccc12 | -1 | 182 | 3 | 83 | 80 | -5% | 0 | 182 | 4%
COCCN1CCN(c2cc(-c3ccccc3)nc3cc(-c4cccc(F)c4)nn23)CC1 | -4 | 98 | -29 | 42 | 70 | · | 4 | 98 | ·
COc1ccccc1N1CCN(C(c2cccs2)C(C)NC(=O)c2cccs2)CC1 (configuration not stated) | -10 | 94 | -11 | 87 | 97 | · | 10 | 94 | ·
CCOc1ccc(C(C)=O)cc1COc1ccc(-n2cnnn2)cc1 | · | · | 14 | 89 | 75 | -12% | · | · | 19%
CCC(C)n1c(=N)c(C#N)cc2c(=O)n3ccccc3nc21 (configuration not stated) | -8 | 117 | -16 | 68 | 84 | · | 8 | 117 | ·
CC(C)C(=O)N1CCC(c2nc(-c3ccc(S(=O)(=O)N4CCCC4)cc3)no2)CC1 | -5 | 128 | · | · | · | -8% | 5 | 128 | -20%
CC(=O)c1cc(-c2ccccc2)n(CC(=O)N2CCN(C3CCCC3)CC2)c1C | -10 | 97 | -5 | 91 | 97 | 11% | 10 | 97 | -65%
CC(C)=CCC(C)(C)CNC(=O)NC1CCCCC1 | 5 | 136 | · | · | · | · | -5 | 136 | ·
N#Cc1ccccc1Sc1ccccc1C(=O)OCC(=O)N1CCN(C(=O)c2ccco2)CC1 | · | · | -13 | 70 | 83 | 6% | · | · | -53%
O=C1OCCC1Sc1nnc(-c2ccc(Br)cc2)o1 (configuration not stated) | 6 | 160 | 5 | 92 | 88 | -4% | -6 | 160 | 13%
Cn1c(/C=N/n2cnnc2)nc2ccccc21 | -99 | 17 | 4 | 89 | 85 | -4% | 99* | 17* | 7%
CC1=C(CC/C(C)=N/NC(N)=S)C(C)(C)CCC1 | 34 | 126 | -8 | 58 | 66 | · | -34 | 126 | ·
CCCOc1ccc(/C(O)=C2/C(=O)C(=O)N(CCN(C)C)C2c2ccc(OC)c(OC)c2)cc1 (configuration not stated) | 7 | 109 | 9 | 97 | 88 | -30% | -7 | 109 | ·
CC(C)(C)n1ncc2c(=O)n(CC(=O)Nc3ccccc3)cnc21 | 1 | 190 | 9 | 80 | 71 | -4% | -1 | 190 | 16%
CC(C)CNS(=O)(=O)c1ccc(CCC(=O)Nc2ccc3c(c2)OCO3)cc1 | -2 | 122 | 7 | 90 | 83 | -4% | 2 | 122 | 11%
COc1ccc(C)cc1S(=O)(=O)N(C)CC(=O)N1CCCCCC1 | 25 | 142 | 9 | 91 | 82 | -4% | -25 | 142 | -56%
CN1CSC2=C(C#N)C(c3cccc(OCc4ccccc4)c3)CC(=O)N2C1 (configuration not stated) | -8 | 146 | 31 | 95 | 63 | -14% | 8 | 146 | -71%
COc1ccc(C(=O)N(CN2CCCC2=O)c2ccc(C)cc2)cc1 | 7 | 117 | 12 | 94 | 81 | -2% | -7 | 117 | -45%
COc1ccc(C(=O)c2c(C)oc3ccc(O)c(CN4CCOCC4)c23)cc1 | 13 | 134 | · | · | · | 5% | -13 | 134 | -66%
Next entries follow:
SMILES | IL1B NFkB pot | IL1B NFkB pot cell count 2 µM | MRP reversal | MRP reversal cytotoxicity | MRP reversal with doxorubicin | Bcl-B displacement | NFkB transloc inh | NFkB transloc inh cell count 2 µM | PLAP inhibitors HTS
N#Cc1cn(CC(=O)N2CCCC2)c2ccccc12 | 27 | 138 | 9 | 91 | 82 | -3% | -26 | 138 | 14%
COc1ccc(S(=O)(=O)N(C)c2c(C)n(C)n(-c3ccccc3)c2=O)cc1OC | -2 | 110 | -5 | 64 | 69 | 16% | 2 | 110 | -58%
O=c1c(CN2CCN(c3cccc(Cl)c3)CC2)coc2c(Cl)cc(Cl)cc12 | 3 | 154 | 6 | 90 | 84 | -11% | -3 | 154 | -17%
CCOc1ccc(-c2nnc(-c3cccnc3)o2)cc1OCC | 33 | 118 | 9 | 96 | 87 | 4% | -33 | 118 | -62%
COc1ccc(Oc2nc(SC)nc3ccccc23)cc1 | 2 | 125 | · | · | · | 3% | -2 | 125 | 9%
COc1ccc(C(CNC(=O)c2cc(C)oc2C)N2CCOCC2)cc1 (configuration not stated) | 16 | 122 | -4 | 74 | 78 | -4% | -16 | 122 | -44%
Cc1ccc(-c2nnn(CC(=O)N3CCCc4ccccc43)n2)cc1 | -3 | 172 | 3 | 77 | 75 | 4% | 3 | 172 | 6%
Cc1ccc(S(=O)(=O)/N=C(/NC(=S)Nc2ccccc2)c2ccccc2)cc1 | 13 | 196 | · | · | · | -7% | -13 | 196 | 11%
CS(=O)(=O)N(CC(=O)N1CCCC1)c1ccc(OCc2ccccc2)cc1 | -7 | 110 | 22 | 95 | 73 | -2% | 7 | 110 | -33%
O=C(NCCC1=CCCCC1)c1ccc(CN2CCOCC2)cc1 | 3 | 176 | · | · | · | · | -3 | 176 | ·
c1cncc(-c2nc(Oc3ccc(-c4nnco4)cc3)c3c4c(sc3n2)CCCC4)c1 | · | · | 4 | 75 | 71 | -13% | · | · | -54%
CCOc1ccc(Nc2nc(CC(=O)OC)cc(=O)[nH]2)cc1 | -9 | 76 | -4 | 89 | 93 | -4% | 9 | 76 | -18%
COc1ccc(-c2nnc(SCC(N)=O)n2N)cc1 | -8 | 187 | -7 | 88 | 95 | -39% | 8 | 187 | 11%
COc1ccc(-c2nc3c(c(SCC(=O)N4CCOCC4)n2)COC(C)(C)C3)cc1 | · | · | -1 | 78 | 79 | 12% | · | · | 0%
CN(C(=O)Nc1ccc(Cl)cc1Cl)[C@H]1c2cc(Br)ccc2OC[C@H]1CO | · | · | · | · | · | 0% | · | · | -39%
CCOC(=O)N1CCC(NC(=O)CNS(=O)(=O)c2ccc(Br)s2)CC1 | -3 | 158 | -49 | 23 | 73 | 2% | 3 | 158 | 3%
O=C(CN1CCNCC1)Nc1ccc(Oc2ccccc2)cc1 | 4 | 141 | 6 | 86 | 80 | -17% | -4 | 141 | 6%
Cc1ccc(-c2ccc(=O)n(CCC(=O)NCCN3CCCCC3C)n2)cc1 (configuration not stated) | 7 | 155 | 9 | 98 | 90 | -5% | -7 | 155 | -19%
CC(=O)c1ccc(OCC(O)CN2CCC(C)CC2)cc1 (configuration not stated) | 17 | 183 | 4 | 97 | 93 | 8% | -17 | 183 | 12%
Cc1nc(NCCNC(=O)c2ccco2)c2c(C)c(C)sc2n1 | 11 | 111 | -21 | 57 | 78 | 3% | -11 | 111 | -19%
CCOC(=O)C1=C(C)NC(=O)NC1c1ccc(OC(=O)c2ccco2)cc1 (configuration not stated) | 10 | 126 | 11 | 104 | 92 | · | -10 | 126 | ·
CCOC(=O)c1cccc(NC(=O)CSc2nnc(C3CCCCC3)n2C)c1 | 22 | 121 | 5 | 78 | 73 | -1% | -22 | 121 | 10%
Cc1ccccc1-n1c(SCC(=O)N2CCOCC2)nc(O)cc1=O | 4 | 103 | -25 | 94 | 119 | 0% | -4 | 103 | -72%
Cc1cc(C)nc(-n2nc(C)c(Sc3ccc(F)cc3)c2N)n1 | -3 | 158 | -22 | 52 | 73 | -5% | 3 | 158 | -16%
Cc1cc(C(F)(F)F)nc(NCc2ccc(F)cc2)n1 | -5 | 165 | 12 | 101 | 89 | 1% | 5 | 165 | 13%

The closing 2 records of the section before come first, to join the parts.
SMILES | IL1B NFkB pot | IL1B NFkB pot cell count 2 µM | MRP reversal | MRP reversal cytotoxicity | MRP reversal with doxorubicin | Bcl-B displacement | NFkB transloc inh | NFkB transloc inh cell count 2 µM | PLAP inhibitors HTS
Cc1cc(C)nc(-n2nc(C)c(Sc3ccc(F)cc3)c2N)n1 | -3 | 158 | -22 | 52 | 73 | -5% | 3 | 158 | -16%
Cc1cc(C(F)(F)F)nc(NCc2ccc(F)cc2)n1 | -5 | 165 | 12 | 101 | 89 | 1% | 5 | 165 | 13%
CC(=O)NCCn1c(SCc2ccccc2C)nc2ccccc2c1=O | -9 | 129 | -5 | 66 | 71 | -14% | 9 | 129 | -30%
O=S(=O)(Nc1ccc2c(c1)nc1n2CCN(Cc2ccccc2)C1)c1ccccc1 | -6 | 94 | -6 | 76 | 82 | · | 6 | 94 | ·
CCOc1ccc2nc(NC(=O)CN3CCN(C)CC3)sc2c1 | 0 | 154 | -9 | 61 | 70 | 3% | 0 | 154 | -12%
Cc1ccc(S(=O)(=O)NCCC(=O)NCc2ccccc2)cc1 | -10 | 155 | 3 | 86 | 83 | 11% | 10 | 155 | -14%
COC(=O)c1sc2nc(-c3ccccc3)nc(N3CCN(C)CC3)c2c1C | -1 | 127 | 4 | 71 | 67 | 2% | 1 | 127 | -51%
Cc1cc(C)c(C#N)c(SCC(=O)NC2CC2)n1 | 29 | 122 | 2 | 97 | 95 | -17% | -29 | 122 | -2%
COc1cc(OC)cc(-c2nnc(SCC(=O)N3CCOCC3)o2)c1 | 11 | 120 | · | · | · | 0% | -11 | 120 | -2%
Cc1nnc(SCCOC(N)=O)n1C | · | · | -5 | 95 | 100 | -3% | · | · | -9%
Cc1nnc(SCC(=O)Nc2ccc3c(c2)OCCO3)n1N | 14 | 176 | 6 | 96 | 90 | 2% | -14 | 176 | 4%
CCSc1nnc(NC(=O)c2c(-c3ccccc3Cl)noc2C)s1 | -6 | 198 | -1 | 89 | 90 | 1% | 6 | 198 | -30%
Cc1sc2nc3n(c(=O)c2c1C)Cc1ccccc1-3 | · | · | -3 | 75 | 78 | -13% | · | · | 11%
NC(=O)C1(N2CCCCC2)CCN(C(=O)c2ccc(C#Cc3ccccc3)o2)CC1 | -18 | 111 | 11 | 100 | 89 | 2% | 18 | 111 | -26%
COc1cccc(OCC(O)CN2CCOCC2)c1 (configuration not stated) | 13 | 207 | 10 | 96 | 86 | 2% | -13 | 207 | -8%
CCC(Oc1ccccc1)C(=O)Nc1ccc(S(=O)(=O)NCC2CCCO2)cc1 (configuration not stated) | 3 | 184 | 1 | 81 | 79 | 6% | -3 | 184 | -61%
Cc1ccccc1OCC(O)Cn1c(NCc2ccco2)nc2c1c(=O)n(C)c(=O)n2C (configuration not stated) | 2 | 110 | 29 | 55 | 26 | 3% | -2 | 110 | -68%
Cc1onc(-c2ccccc2)c1C(=O)NCCc1ccc(S(N)(=O)=O)cc1 | 24 | 172 | 4 | 83 | 79 | 4% | -24 | 172 | 10%
CCCCN(CC)CCNc1c(NC2CCN(C(=O)OCC)CC2)c(=O)c1=O | -1 | 210 | 18 | 107 | 89 | -10% | 1 | 210 | -29%
C=CCn1c(-c2cccn(Cc3ccc(Cl)cc3Cl)c2=O)n[nH]c1=S | 4 | 192 | · | · | · | 3% | -4 | 192 | 4%
COc1ccc(C(=O)c2c[nH]c(C(=O)NCc3ccco3)c2)cc1 | 1 | 170 | · | · | · | 19% | -1 | 170 | -9%
CCOc1ccc2oc(-c3ccccc3)c(C(=O)N3CCN(C)CC3)c2c1 | 9 | 189 | 9 | 75 | 66 | -4% | -9 | 189 | -73%
C=CCC1c2cccc(C(=O)O)c2C(=O)N1c1ccc(F)cc1 (configuration not stated) | 7 | 135 | 9 | 91 | 82 | -4% | -6 | 135 | 5%
COc1ccc(C(=O)CCC(=O)O)cc1 | 15 | 64 | 0 | 106 | 106 | 4% | -15 | 64 | 6%

A portion of the library; the hit share may differ from the screen's.
